Source: PubChem (Sanford-Burnham Center for Chemical Genomics)
LMPTP inh: LMPTP phosphatase inhibitors, primary screen, biochemical, fluorescence intensity, uHTS | recombinant LMPTP-A, OMFP fluorogenic substrate | inhibition, % at 20 µM | hit rate 0.22% among 360,000;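 active = compounds that cut the enzyme signal by at least half of the control window in the single-dose screen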;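 also: plate controls were DMSO wells with enzyme plus substrate for no effect and substrate without enzyme for full effect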
Target sequence (P24666 whole entry, looked up): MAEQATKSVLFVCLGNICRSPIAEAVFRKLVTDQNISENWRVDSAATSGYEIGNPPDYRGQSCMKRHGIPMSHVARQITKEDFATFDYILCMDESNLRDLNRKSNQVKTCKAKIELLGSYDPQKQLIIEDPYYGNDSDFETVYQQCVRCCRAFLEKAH
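Assay system: LMPTP-A, protein tyrosine phosphatase of low molecular weight / Medium: pH 6.0 Bis-Tris buffer with DTT and Triton X-100 / Schedule: 50 min enzyme reaction at room temperature, protected from light / Measured by: endpoint fluorescence intensity from OMFP dephosphorylation / Read-out basis: % inhibition relative to no-enzyme and uninhibited control wells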
Rpn11 inh: Rpn11 (PSMD14) deubiquitinase inhibitors, primary screen, biochemical, fluorescence polarization, uHTS. 26S proteasome non-ATPase regulatory subunit 14 (Homo sapiens), O00487. human 26S proteasome, Ub4-pepOG fluorescence polarization; 20S core pre-blocked with epoxomicin. calls only at 20 µM. hit rate 0.59% among 360,000;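 active = inhibition at 20 µM, scaled to each plate's controls, above about 33%, limit read from the data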
SUMO1-SIM PPI: modulators of SUMO1 protein-protein interactions, primary screen, biochemical, uHTS | hit rate 0.33% among 360,000 | inhibition, % at 20 µM | SUMO1 binding to a labelled peptide, TR-FRET, 1 h | Small ubiquitin-related modifier 1 (Homo sapiens), P63165; in the data active = inhibition above about 37%
SKN-1 block: suppressors of acrylamide-induced Pgst-4::GFP reporter in worms, primary screen, SKN-1 inhibitor project, whole organism, uHTS, GFP/RFP fluorescence ratio, strain VP596; C. elegans VP596 Pgst-4::GFP/RFP ratio, 24 h; inhibition, % at 21.8 µM; hit rate 0.49% among 360,000; AID 624304, 2012;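 active = interference check ratio from 0.5 to 1.5 plus GFP to RFP signal ratio inhibition reaching or exceeding a fixed threshold, cut at about 30% in these data, passing the limit was not always enough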; also: some compounds called inactive have numbers as strong as hits
NRP1-CendR mod: modulators of CendR peptide binding to NRP-1, primary screen, biochemical, fluorescence polarization, uHTS. FAM-RPARPAR peptide binding to NRP-1. inhibition, % at 25 µM. hit rate 0.85% among 360,000. AID 602438, 2012;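 active = inhibition or corrected inhibition above about 18%, plus a signal ratio from 0.5 to 1.5, limit read from the data, passing the limit was not always enough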; also: strong numbers were not always called active
Target sequence (O14786 whole entry, looked up): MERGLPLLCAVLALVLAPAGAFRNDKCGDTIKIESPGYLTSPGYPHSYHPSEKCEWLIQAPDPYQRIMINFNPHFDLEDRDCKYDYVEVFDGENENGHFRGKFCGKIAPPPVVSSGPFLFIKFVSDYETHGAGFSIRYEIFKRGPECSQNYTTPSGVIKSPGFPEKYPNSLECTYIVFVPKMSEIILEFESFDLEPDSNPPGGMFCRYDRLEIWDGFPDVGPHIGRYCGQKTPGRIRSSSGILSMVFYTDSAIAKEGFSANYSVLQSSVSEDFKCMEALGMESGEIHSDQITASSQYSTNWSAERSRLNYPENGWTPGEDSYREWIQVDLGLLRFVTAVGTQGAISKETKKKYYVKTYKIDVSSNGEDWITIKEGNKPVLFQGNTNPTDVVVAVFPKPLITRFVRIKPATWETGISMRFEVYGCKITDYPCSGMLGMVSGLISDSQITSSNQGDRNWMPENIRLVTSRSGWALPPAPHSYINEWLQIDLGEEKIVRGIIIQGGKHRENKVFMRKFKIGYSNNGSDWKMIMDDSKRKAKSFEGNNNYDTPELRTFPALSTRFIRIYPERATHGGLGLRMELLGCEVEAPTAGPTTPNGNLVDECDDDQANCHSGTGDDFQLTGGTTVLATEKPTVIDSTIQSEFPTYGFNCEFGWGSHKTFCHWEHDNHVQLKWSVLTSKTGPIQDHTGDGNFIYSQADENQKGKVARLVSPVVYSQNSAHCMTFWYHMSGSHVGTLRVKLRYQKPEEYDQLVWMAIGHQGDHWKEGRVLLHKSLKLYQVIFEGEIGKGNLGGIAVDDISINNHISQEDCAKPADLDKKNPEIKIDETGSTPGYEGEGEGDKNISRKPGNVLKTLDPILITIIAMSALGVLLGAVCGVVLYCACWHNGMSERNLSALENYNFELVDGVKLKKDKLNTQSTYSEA
STEP block: STEP phosphatase inhibitors, primary screen, biochemical, fluorescence intensity, uHTS; Tyrosine-protein phosphatase non-receptor type 5 (Homo sapiens), P54829; recombinant STEP, OMFP fluorogenic substrate; inhibition, % at 20 µM; hit rate 0.25% among 360,000;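 active = inhibition at 20 µM, scaled per plate between control wells, above about 37%, limit read from the data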;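 also: 0% = DMSO with enzyme and substrate and 100% = substrate only without enzyme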
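System: isolated STEP enzyme; schedule: 20 min enzyme reaction at room temperature, protected from light; medium: Bis-Tris buffer pH 6.0, 2.5 mM DTT, 0.005% Tween 20; signal: fluorescence, 480/540 nm; dosing: single compound dose of 20 µM, 1% DMSO final; also added: OMFP substrate, 25 µM final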
NadD inh: inhibitors of S. aureus NadD, primary screen, biochemical, colorimetric, uHTS. hit rate 0.78% among 360,000. purified NadD enzyme, colorimetric absorbance read-out. inhibition, % at 20 µM; in the data active = inhibition above about 26%; also: some compounds past the cut are filed as inactive
Scp1 inh: Scp-1 phosphatase inhibitors, primary screen, biochemical, colorimetric, uHTS; Recombinant Scp1, phosphopeptide, malachite green phosphate absorbance; inhibition, % at 20 µM; hit rate 0.88% among 340,000;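 active = inhibition above about 50% at 20 µM, limit read from the data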;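 also: plate controls were DMSO wells with enzyme for no effect and wells lacking enzyme for full effect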
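Assay system: SCP-1 catalytic fragment, aa 76-261 | Buffer or medium: Tris acetate buffer pH 5.5 with MgCl2 and Tween-20 | Compound: One concentration, 20 µM, with 1.0% DMSO | Also added: Phospho 17-mer peptide substrate | Signal: Absorbance at 630 nm | Incubation: 45 min enzyme reaction at room temperature | Measure: % inhibition of SCP-1 phosphate liberation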
DNMT1 block: human DNMT1 methyltransferase inhibitors, primary screen, biochemical, molecular beacon, fluorescence, HinP1I cleavage, uHTS; hit rate 0.83% among 360,000; inhibition (reported as % activation of signal), % at 10 µM; DNA (cytosine-5)-methyltransferase 1 (Homo sapiens), P26358; AID 588458, 2011; in the data active = inhibition above about 50%
MT1-MMP act inh: blockers of MT1-MMP proenzyme processing, primary screen, HT1080 RFP-PRO-GFP cells, GFP/RFP fluorescence; Matrix metalloproteinase-14 (Homo sapiens), P50281; GFP/RFP ratio change, % at 20 µM; hit rate 0.061% among 360,000; GFP/RFP ratio fluorescence, overnight; percent of plate control window, DMSO zero;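 active = GFP/RFP ratio change of at least 30% with cell ATP level not reduced by more than half and red fluorescence within 50% of control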; also: strong numbers were not always called active
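Read-out: GFP/RFP fluorescence ratio; Test system: RFP-PRO-GFP reporter HT1080 cells; Compound dosing: single-point 20 µM compound, 1% DMSO; Times: overnight compound exposure at 37 °C.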
Active calls of the source: *; i = inactive; x = not tested or not shown.

SMILES	LMPTP inh	Rpn11 inh	SUMO1-SIM PPI	SKN-1 block	NRP1-CendR mod	STEP block	NadD inh	Scp1 inh	DNMT1 block	MT1-MMP act inh
Cc1ccc(S(=O)(=O)N(C)c2ccc3c(c2)C(=O)c2ccccc2-3)cc1	2.8	i	-15	-8	-14	-2	-1	x	-22	3
O=S(=O)(c1ccc(N2CCCC2)cc1)C(F)(F)F	1.3	i	0	42*	14	2	-5	6	-3	0
COCCCNC(NC(=O)c1ccc(Cl)cc1)C(Cl)(Cl)Cl (stereo not drawn)	-2.7	i	2	-11	-11	-6	-5	0	2	-1
CN(Cc1ccccc1)C(=S)Nc1ccc(OC(F)F)cc1	0.7	i	1	3	-14	2	-6	-7	3	4
O=C(COC(=O)c1ccc2ncsc2c1)NCc1ccc(Cl)cc1	-0.4	i	2	12	3	1	1	-5	-2	-5
O=C(CN1CCC(n2nnc3cc(C(F)(F)F)ccc32)CC1)N1CCc2ccccc21	0.4	i	-2	9	-2	-3	1	-2	-2	4
O=[N+]([O-])c1csc2ccccc12	-3.8	i	-28	2	16	-2	-1	-4	-2	-1
O=C1CN(C(=O)CSc2nnnn2-c2ccc(Cl)cc2)c2ccccc2N1	-0.7	i	-1	6	0	3	1	-4	-1	-3
O=C(N/N=C/c1ccc2c(c1)OCO2)C(=O)Nc1cccc(Cl)c1	1.7	i	2	0	10	2	3	1	7	5
COc1ccc(NC(=O)C2(c3cccs3)CCOCC2)cc1	-1.4	i	4	2	4	-3	-3	7	0	3
Cc1c(C(=O)NC(=S)N(Cc2ccccc2)c2ccccn2)cccc1[N+](=O)[O-]	1.5	i	1	0	-7	2	2	-2	3	-1
C=CCn1c(SCC(=O)Nc2ccc3c(c2)OCCO3)nnc1-c1ccco1	-0.7	i	-1	9	3	-1	-6	-1	2	7

6 entries from above, ordered by formula weight, smallest number first.
SMILES	LMPTP inh	Rpn11 inh	SUMO1-SIM PPI	SKN-1 block	NRP1-CendR mod	STEP block	NadD inh	Scp1 inh	DNMT1 block	MT1-MMP act inh
O=[N+]([O-])c1csc2ccccc12	-3.8	i	-28	2	16	-2	-1	-4	-2	-1
O=C(N/N=C/c1ccc2c(c1)OCO2)C(=O)Nc1cccc(Cl)c1	1.7	i	2	0	10	2	3	1	7	5
Cc1ccc(S(=O)(=O)N(C)c2ccc3c(c2)C(=O)c2ccccc2-3)cc1	2.8	i	-15	-8	-14	-2	-1	x	-22	3
C=CCn1c(SCC(=O)Nc2ccc3c(c2)OCCO3)nnc1-c1ccco1	-0.7	i	-1	9	3	-1	-6	-1	2	7
Cc1c(C(=O)NC(=S)N(Cc2ccccc2)c2ccccn2)cccc1[N+](=O)[O-]	1.5	i	1	0	-7	2	2	-2	3	-1
O=C(CN1CCC(n2nnc3cc(C(F)(F)F)ccc32)CC1)N1CCc2ccccc21	0.4	i	-2	9	-2	-3	1	-2	-2	4

More records:
SMILES	LMPTP inh	Rpn11 inh	SUMO1-SIM PPI	SKN-1 block	NRP1-CendR mod	STEP block	NadD inh	Scp1 inh	DNMT1 block	MT1-MMP act inh
C[C@H]1CN([C@@H](C)CO)C(=O)CCCn2cc(nn2)CO[C@@H]1CN(C)C(=O)Nc1ccc2c(c1)OCCO2	0.0	i	1	9	2	0	-2	x	6	5
CCN(c1cccc(C)c1)S(=O)(=O)c1cnc[nH]1	-1.6	i	8	2	0	-4	0	-8	4	2
CCCn1nc(C(=O)NNC(=O)CCCOc2ccc(C)cc2)c2ccccc2c1=O	-0.5	i	-2	-4	4	0	3	-9	-1	1
C#CCOCCOCCOCCNc1nc(N2CCN(C(=O)[C@H](CCCN=C(N)N)n3cc(C(N)[C@@H](C)CC)nn3)CC2)nc(N2CCN(C(=O)[C@H](CC(N)=O)n3cc([C@@H](N)C(C)C)nn3)CC2)n1 (stereo partly drawn)	-7.8	i	-59	-1	25	-2	-4	-4	6	2
O=C(O)CCN=CC1=C(O)CC(c2ccccc2)CC1=O (stereo not drawn)	-1.8	i	1	1	-5	0	-7	14	-1	-2
O=C(CO/N=C/c1ccc(Cl)cc1Cl)NNC(=O)c1ccc(Cl)cc1Cl	-0.3	i	0	1	1	-1	-4	-3	0	1
CCOCC(=O)Nc1ccc([N+](=O)[O-])cc1OC	-0.9	i	-17	1	14	-1	1	1	1	3
COc1ccc(OC)c(NC(=O)COC(=O)CSc2ccc(Cl)cc2)c1	1.9	i	-3	9	7	1	-10	-10	-9	2
CCOc1ccc(N(CC(=O)N/N=C/c2ccccn2)S(=O)(=O)c2ccc(Cl)cc2)cc1	4.5	i	-6	-4	-11	4	-1	-2	-2	0
O=C(CN(CCCN1CCOCC1)C(=O)Cn1nnc(-c2ccc(F)cc2)n1)NC1CCCCC1	-0.7	i	-4	0	-2	-2	-8	0	10	2
CN(C)C(=O)NC1C=CS(=O)(=O)C1 (stereo not drawn)	-1.9	i	-1	-2	-1	2	-3	-27	1	6
COc1cc(/C=N/n2c(-c3ccccc3)n[nH]c2=S)cc(OC)c1OC	-0.7	i	0	27	7	-2	-3	-3	4	10
CCOC(=O)c1cnc(SC)nc1Oc1cccc(NC(=O)c2ccc(C)cc2)c1	3.2	i	2	4	6	-1	2	0	9	-3
CSc1nc2c(c(=O)[nH]1)C(c1ccc(Cl)cc1)CC(=O)N2 (stereo not drawn)	-1.5	i	-2	5	5	0	-2	1	5	1
CCCC(O)(c1ccc(CC)cc1)C(CN1CCOCC1)c1ccccc1 (stereo not drawn)	-0.4	i	15	-14	7	-1	-3	-9	6	-22
COC(C(=O)Nc1ccccc1C(=O)N1CCOCC1)c1ccccc1 (stereo not drawn)	-0.4	i	4	14	21	-3	-6	-4	0	1
O=C(CCCc1nc(-c2ccccc2)no1)NC1CCCCC1	0.5	i	4	23	8	-1	1	-4	1	0
Cc1ccc(NC(=O)CN(C)C(=O)COc2ccccc2-c2ccccc2)cc1	-0.9	i	0	-7	14	1	-8	-10	-8	-2
COc1ccc(-c2oc(=O)c3cc(OC)c(OC)cc3c2/C=C/c2ccc(F)cc2)cc1	2.7	i	3	4	12	6	-12	-12	1	0
NC(=S)N=Nc1c(O)[nH]c2ccc(F)cc12	-0.6	i	-12	0	13	2	0	-3	-2	8
CCOC(=O)c1c(NC(=O)CNC2CCCCC2)sc(C)c1C	0.5	i	-2	-1	6	0	0	13	2	2
Cc1ccc(C(C(=O)NCc2ccco2)N(C(=O)CNC(=O)c2cccs2)c2ccc(C)cc2)cc1 (stereo not drawn)	0.4	i	5	11	-13	1	4	-4	-2	1
COc1ccc(CSc2nnc(Cc3sc(-c4ccccc4)nc3-c3ccccc3)o2)cc1	4.7	i	1	7	1	2	0	20	-1	-1
Cc1ccc(S(=O)(=O)N2CC3C(=O)C[C@@H](c4ccccc4)N(S(=O)(=O)c4cccc(Cl)c4)C3CC2c2ccccc2)cc1 (stereo partly drawn)	1.5	x	1	0	2	x	x	x	x	-6

Whole records, looked up by structure. Order of values: LMPTP inh | Rpn11 inh | SUMO1-SIM PPI | SKN-1 block | NRP1-CendR mod | STEP block | NadD inh | Scp1 inh | DNMT1 block | MT1-MMP act inh
CCOC(=O)c1c(NC(=O)CNC2CCCCC2)sc(C)c1C is listed with 0.5 | i | -2 | -1 | 6 | 0 | 0 | 13 | 2 | 2
Cc1ccc(S(=O)(=O)N2CC3C(=O)C[C@@H](c4ccccc4)N(S(=O)(=O)c4cccc(Cl)c4)C3CC2c2ccccc2)cc1 (stereo partly drawn) is listed with 1.5 | x | 1 | 0 | 2 | x | x | x | x | -6
COc1ccc(-c2oc(=O)c3cc(OC)c(OC)cc3c2/C=C/c2ccc(F)cc2)cc1 is listed with 2.7 | i | 3 | 4 | 12 | 6 | -12 | -12 | 1 | 0

The list continues.
SMILES	LMPTP inh	Rpn11 inh	SUMO1-SIM PPI	SKN-1 block	NRP1-CendR mod	STEP block	NadD inh	Scp1 inh	DNMT1 block	MT1-MMP act inh
COc1ccc(CN2CCC2(C)C(=O)Nc2cnc3ccccc3c2)c2ccccc12 (stereo not drawn)	5.1	i	-5	2	-7	2	-3	x	-11	-2
O=C(Oc1ccccc1C(=S)N1CCOCC1)c1ccccc1	-2.0	i	4	10	7	1	4	-5	0	-4
O=C(Cc1ccc(S(=O)(=O)N2CCCCC2)cc1)NCc1ccc(Cl)cc1	0.4	i	6	11	-3	0	-9	1	-3	-3
CC1CC(C)CN(S(=O)(=O)c2ccc3c(c2)n(C)c(=O)c(=O)n3C)C1 (stereo not drawn)	-0.4	i	-4	3	-14	-2	6	-16	14	1
Cc1ccc(-n2cc(CN3CCN(c4ccccn4)CC3)c(-c3ccc(F)cc3)n2)cc1	4.3	i	3	-1	8	-1	-3	16	-12	-11
CC1(C(=O)NCc2ccccc2)Cc2c(-c3cccc(C(F)(F)F)c3)ccnc2O1 (stereo not drawn)	1.1	i	0	-8	-13	-1	-1	x	5	16
C/C(=N\Nc1cc(C(F)(F)F)ccc1Cl)c1ccccc1O	2.6	i	-1	3	-3	2	3	-11	12	-2
CCCCS(=O)(=O)N1CCCC(C(=O)Nc2ccc(Cl)cn2)C1 (stereo not drawn)	0.3	i	2	9	1	-2	-3	-4	3	0
COc1ccc(C(=O)NC(=S)Nc2nnn(C)n2)cc1	0.3	i	1	11	-10	-3	5	-14	86*	1
CC(C)c1cc(-c2cc(C(=O)Nc3ccccc3)on2)nc(NC2CCCC2)n1	2.3	i	5	4	-2	1	-1	-5	-8	-4
CN(C(=O)CCOc1ccccc1)c1c(N)n(Cc2ccccc2)c(=O)[nH]c1=O	-0.6	i	-1	9	10	0	5	-3	-3	1
CCN(CC)c1ccc(C(=O)NC(=S)N2CCN(Cc3ccc4c(c3)OCO4)CC2)cc1	-0.8	i	-2	9	-16	5	0	-6	-6	-4
OC(c1ccccc1)(c1nc(-c2cc3ccccc3o2)cs1)C(F)(F)F (stereo not drawn)	3.4	i	3	23	-10	0	-1	x	-14	-5
COc1ccccc1CNC(=O)CN1C(=O)c2cccc(N)c2C1=O	0.4	i	-22	2	7	0	-2	-4	4	2
